RORgamma inh = ROR gamma (mouse) transcription inhibition. P51450. Drosophila S2 Gal4-RORgamma UAS-luciferase reporter, 20 h. Potency, µM (titrated, usually from 53.6 µM), for the others: at the top dose activity change, negative = inhibition, actives largely listed as inhibitors. 310,000 compounds, 5.4% hits. AID 2551; further: on the % scale 0 is the no-effect control and ±100 the full control effect; nearly all actives have a fitted effect of over 60% in size
Target sequence (P51450 whole entry, looked up, the tested form may be a part): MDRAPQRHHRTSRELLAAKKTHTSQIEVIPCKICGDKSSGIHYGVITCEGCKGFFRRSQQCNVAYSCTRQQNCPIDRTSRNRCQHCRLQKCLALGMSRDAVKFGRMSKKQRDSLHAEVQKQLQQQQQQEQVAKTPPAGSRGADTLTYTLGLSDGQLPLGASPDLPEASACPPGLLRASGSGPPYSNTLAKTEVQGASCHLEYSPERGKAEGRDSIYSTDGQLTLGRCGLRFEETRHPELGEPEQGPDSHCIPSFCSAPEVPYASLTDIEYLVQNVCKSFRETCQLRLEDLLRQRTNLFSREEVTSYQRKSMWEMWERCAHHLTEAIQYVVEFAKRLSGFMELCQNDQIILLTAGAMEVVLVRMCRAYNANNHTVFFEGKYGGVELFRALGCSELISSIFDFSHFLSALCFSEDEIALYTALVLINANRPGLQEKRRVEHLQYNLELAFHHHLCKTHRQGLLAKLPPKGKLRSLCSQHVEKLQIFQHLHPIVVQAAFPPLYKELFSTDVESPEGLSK
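Stable Schneider cell line, Gal4 DNA-binding domain fused to ROR gamma, UAS-luciferase. Cmpd 1 hr RT → CuSO4 700 uM final → 20 hr RT → luciferase reagent 10 min → luminescence.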
FLuc modulator = inhibits or activates purified firefly luciferase, miR-21 counter-screen. P08659. purified FLuc, Km substrates, luminescence inhibition. Potency, µM (doses to about 57.5 µM), inactives show top-dose activity change, negative = inhibition, usual class: inhibitors. 360,000 compounds, 6.9% hits;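 further: plate controls were vehicle for no effect and reference inhibitor for full effect; nearly all actives have a fitted effect of over 55% in size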
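Biochemical qHTS of compounds, final roughly 60 µM downward over six points, against 10 nM purified firefly luciferase using Km concentrations of substrates (10 uM D-luciferin, 10 uM ATP) in Tris acetate pH 7.5 buffer; luminescence output.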
VP16 counter = counter-screen for ROR gamma inhibitors: Gal4-VP16 reporter; Drosophila S2 Gal4-VP16 UAS-luciferase, luminescence, 20 h; Potency, µM (series often up to 53.6 µM), inactives show top-dose activity, negative = inhibition, actives largely listed as inhibitors; 310,000 compounds, 3.5% hits;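 further: Gal4-VP16 expression switched on by copper sulfate through the metallothionein promoter; on the % scale 0 is the no-effect control and ±100 the full control effect; nearly all actives have a fitted effect of over 50% in size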
p53 reactivator = re-activators of mutant p53; H1299 p53-A138V BP100-luciferase reporter, luminescence, 24 h; Potency, µM (doses to about 92.2 µM), without a hit: at the top dose activity change, positive = activation, hits mostly activators; 320,000 compounds, 0.063% hits; further: % of control where 0% means no effect; nearly all actives have a fitted effect of over 45% in size
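p53-null H1299 cells stably carrying temperature-sensitive p53-A138V and a BP100-luciferase reporter were pinned with compounds (4-point, 1:5 series) and held 24 hrs at 37 deg C. Luminescence was read 10 min after detection reagent.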
Rab9 prom act = Rab9 promoter activation; Huh7 Rab9 promoter-luciferase reporter, luminescence, 24 h; Potency, µM (highest dose often 9.22 µM), for inactives: at the highest dose activation, negative = inhibition, most hits filed as activators; 320,000 compounds, 2.8% hits; AID 485297; further: % of control where 0% means no effect; nearly all actives have a fitted effect of over 60% in size
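Luciferase signal after 10 min detection reagent at ambient indicates Rab9 promoter upregulation; stably transfected Huh7 cells were treated 24 h with compound in DMSO at 37 °C, 5% CO2.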
BRCA1 expr up = BRCA1 expression activation; AID 624202; MCF7-BRCA1-FFLuc reporter, luminescence, 48 h; response scale: scaled: vehicle 0%, 10 µM genistein 100%; 380,000 compounds, 1.1% hits; Potency, µM (doses to about 46.1 µM), for the others: at the highest dose activation, most hits filed as activators; further: nearly all actives have a fitted effect of over 80% in size; some results filed as inactive show a strong effect at the top dose
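48 h compound treatment of MCF7-BRCA1-FFLuc cells (phenol-red free MEM, 37 °C), then 15 min with luciferase substrate and luminescence imaging.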
uPA surface inh = inhibitors of cell surface uPA generation; cell surface uPA generation assay, qHTS; 330,000 compounds, 0.31% hits; Potency, µM (series often up to 38.3 µM), without a hit: top-dose activity change, negative = inhibition, usual class: inhibitors; active means well fitted inhibition curve with a large enough effect; inconclusive means small, poorly fitted or top-dose-only effect; inactive means no such curve, though single readings can be large or run the other way; tested in mouse RAW 264.7 cells; further: on the % scale 0 is the no-effect control and ±100 the full control effect; nearly all actives have a fitted effect of over 55% in size
CXXC DNA block = inhibitors of human MLL CXXC domain-DNA interaction; MLL-CXXC / FITC-HOXA9 DNA fluorescence polarization; Q03164; 290,000 compounds, 0.037% hits; Potency, µM (series often up to 115 µM), for inactives: at the top dose activity change, negative = inhibition, most hits filed as inhibitors; AID 2662; active means well fitted inhibition curve with a large enough effect in the polarisation, with a control signal flat, not every such curve was filed as active; inconclusive means small, poorly fitted or top-dose-only effect, or effect the other way, or a change in a side signal; inactive means no such curve, though single readings can be large or run the other way; the % refers to the polarisation
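Fluorescence polarization: 7 uM MLL-CXXC (stock) preincubated 5 min with compounds, then 50 nM fluorescein-HOX-A9 DNA (stock) added; 30 min ambient. Buffer 50 mM Tris-HCl pH 7.5, 50 mM NaCl, 1 mM DTT, 0.05% BSA.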
NPC1 prom act = activators of NPC1 promoter; 320,000 compounds, 2.4% hits; AID 485313; Potency, µM (doses to about 9.22 µM), for inactives: top-dose activation, actives largely listed as activators; Huh7 NPC1 promoter luciferase reporter, 24 h;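 further: % of control where 0% means no effect; nearly all actives have a fitted effect of over 60% in size; reporter is driven by a mutant NPC1 promoter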
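Cells: Huh7 expressing luciferase under the NPC1 promoter, 1500/well. Seeded 2 h, compound added, incubated 24 h at 37 °C. Luciferase reagent, 10 min ambient, then luminescence.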
ELG1 genotox = genotoxicity induction in ELG1-luciferase HEK293T cells | HEK293T ELG1-luciferase reporter, luminescence, 16 h | Potency, µM (series often up to 46 µM), for inactives: at the highest dose activity change, positive = activation, most hits filed as activators | 330,000 compounds, 1.3% hits | AID 504466; further: % of control where 0% means no effect; nearly all actives have a fitted effect of over 60% in size
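Cells (2,000/well) expressing the ELG1-luciferase fusion are dosed by pin tool and kept 16 hr at 37 °C, 5% CO2. Signal comes from ONE-Glo luciferase reagent after 30 min at room temperature.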
MBNL1-CUG inh = MBNL1-poly(CUG) RNA binding inhibition. TR-FRET MBNL1-His/biotin-(CUG)12 binding, 665/545 ratio. Potency, µM (highest dose often 57.5 µM), for the others: top-dose activity change, negative = inhibition, usual class: inhibitors. Q9NR56. 280,000 compounds, 0.036% hits; active means well fitted inhibition curve with a large enough effect in the signal ratio, with a control signal flat, not every such curve was filed as active; inconclusive means small, poorly fitted or top-dose-only effect, or effect the other way, or a change in a side signal; inactive means no such curve, though single readings can be large or run the other way; the % refers to the signal ratio; further: on the % scale 0 is the no-effect control and ±100 the full control effect
Target sequence (Q9NR56 whole entry, looked up): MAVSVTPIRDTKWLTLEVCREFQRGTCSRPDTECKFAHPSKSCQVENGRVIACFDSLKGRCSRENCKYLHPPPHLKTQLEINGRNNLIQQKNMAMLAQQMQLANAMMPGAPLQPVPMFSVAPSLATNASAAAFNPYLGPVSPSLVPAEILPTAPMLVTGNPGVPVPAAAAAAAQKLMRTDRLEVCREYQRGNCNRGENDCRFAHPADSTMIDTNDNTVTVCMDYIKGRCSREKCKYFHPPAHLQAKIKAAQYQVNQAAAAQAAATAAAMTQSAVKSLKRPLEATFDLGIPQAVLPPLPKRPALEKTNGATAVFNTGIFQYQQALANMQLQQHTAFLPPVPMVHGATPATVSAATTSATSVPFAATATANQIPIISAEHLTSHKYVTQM
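Compound titration spanned 92 nM–58 uM against the MBNL1-His/biotin-(CUG)12 complex. After 60 min at room temperature with 5 nM streptavidin-XL665 and 0.055 ng/ul terbium anti-His, ratiometric 665/545 nm emission (Ex 340 nm) normalized to controls.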
An asterisk follows results filed as active; ? = inconclusive; / = not tested or not shown; [ ] = another dose, or the depositor's remark. Unless noted, the call rests on the fitted dose curve; in most records, active means well fitted curve in the direction sought with a large enough effect; inconclusive means small, poorly fitted or top-dose-only effect, or another doubt; inactive means no such curve, though single readings can be large; an effect the other way counts as inactive or inconclusive. Potency means the concentration at half of the fitted maximal effect. An excerpt (hit frequency here may not be typical).

canonical_smiles,RORgamma inh,FLuc modulator,VP16 counter,p53 reactivator,Rab9 prom act,BRCA1 expr up,uPA surface inh,CXXC DNA block,NPC1 prom act,ELG1 genotox,MBNL1-CUG inh
Oc1c(Br)cc(/C=N/NC(=S)NCc2ccco2)cc1Br,?,-17%,-10%,-3%,-1%,0%,9%,-16%,3%,-1%,-13%
CCN1CCN(C(=O)/C=C/c2ccc(C)o2)CC1,-13%,-1%,?,9%,0%,-4%,0%,8%,4%,-4%,-14%
Cc1cc2c(N)cccc2nn1,13µM*,0%,-23%,-6%,2%,0%,1%,0%,15%,-3%,?
Cc1ccc(C(=S)NCS(=O)(=O)c2ccc(C)cc2)cc1,2.8µM*,-9%,8.9µM*,1%,-4%,1%,/,18%,0%,0%,-16%
Cc1c(NC(=O)COC(=O)/C=C/c2ccc(Cl)cc2)c(=O)n(-c2ccccc2)n1C,4%,-9%,2%,-2%,-37%[inhibitor],-4%,6%,-1%,-1%,0%,22%
CCCC(=O)Nc1ccc(C(=O)NCCCn2ccnc2)cc1,-2%,3%,4%,4%,-1%,4%,2%,-2%,-5%,-1%,-7%
O=C(N/N=C/c1ccoc1)c1ccc(Br)cc1,?,15µM*,?,-5%,15%,57%,-18%,?,6%,18%,8%
Cc1nc2ccc(C(=O)N3CCN(Cc4ccccc4)CC3)cc2[nH]1,6%,1%,2%,-1%,1%,-21%,0%,7%,-3%,-5%,-2%
CCSc1nnc2c(n1)OC(c1ccc(C(=O)O)cc1)N(C(C)=O)c1ccccc1-2 (stereo not drawn),1%,3%,0%,6%,2%,0%,-11%,4%,0%,1%,?
CCOC(=O)c1cccc(NC(=O)C(NS(=O)(=O)c2ccc3c(c2)CCN3C(C)=O)C(C)C)c1 (stereo not drawn),25%,8%,-4%,4%,0%,16%,3%,-1%,0%,-1%,2%
CCOc1ccc(C2CC(c3cccc(OC)c3OC)n3nnnc3N2)cc1Cl (stereo not drawn),-38%,-1%,5%,-20%,-2%,-18%,6%,8%,1%,-8%,3%
CN1CCN(Cc2nnc(-c3ccccc3)o2)CC1,-1%,3%,18%,5%,0%,-23%,-5%,11%,-1%,4%,-1%
CCC(c1nnc(SCC(=O)Nc2cccc(S(N)(=O)=O)c2)n1Cc1ccccc1)N(C)C (stereo not drawn),10%,0%,9%,-1%,-2%,20%,2%,9%,-3%,3%,-6%
CC1CCC(NC(=O)C(C)N2C(=O)C3CCCCC3C2=O)CC1 (stereo not drawn),/,/,/,21%,15%,53%,13%,/,-8%,4%,/
O=[N+]([O-])c1ccccc1/C=C/CN1CCC(O)CC1,-15%,0%,6%,2%,-5%,-1%,10%,6%,2%,-2%,25%
CCCn1c(N2CCN(CC(=O)c3c(C)n(C)c4ccccc34)CC2)nc2c1c(=O)[nH]c(=O)n2C,-12%,0%,-1%,-4%,13%,-53%,5%,3%,4%,-4%,-10%
C=CCc1c(C)nc(SC)nc1Nc1ccccc1,?,-3%,?,-7%,-6%,-4%,-4%,4%,0%,-8%,2%
CC12CCC(C(=O)Nc3cccc4ccccc34)(C1Br)C2(C)C (stereo not drawn),-9%,0%,-7%,-7%,5%,-22%,-10%,4%,2%,-1%,10%
CC(C)NC(=O)C(=O)NCCc1ccc(Cl)cc1,3%,3%,0%,-3%,-2%,4%,-3%,28%,-1%,0%,-1%
COc1ccccc1C1CCN(C(=O)C2CCCCC2)CC1,-2%,-1%,15%,3%,0%,-9%,3%,-13%,-1%,-4%,-3%
Cc1ccc2cc(CCNC(=O)C(=O)c3c(C)[nH]c4ccccc34)c(=O)[nH]c2c1,14%,-7%,-20%,-5%,-10%,21%,18%,14%,1%,-5%,-5%
Cc1ccc(S(=O)(=O)N2CCC(C(=O)N[C@@H](C)C(=O)NCCc3ccccc3)CC2)cc1,5%,2%,3%,0%,-6%,4%,3%,9%,2%,1%,-4%
CCOC(=O)c1c(/N=C/C2C(=O)CC(C)(C)CC2=O)sc2c1CCCC2,0%,-15%,-13%,1%,-1%,-9%,-6%,-3%,-4%,0%,-8%
CCOC(=O)C1=C(C)n2c(s/c(=C/c3cccc([N+](=O)[O-])c3)c2=O)=NC1c1ccc(O)c(OC)c1 (stereo not drawn),14%,1%,24%,-6%,-8%,-71%,/,5%,-4%,-3%,4%
Cc1cc(C)cc(C(=O)NCC(=O)NCCc2c[nH]c3ccccc23)c1,-9%,0%,-19%,-7%,8%,-28%,0%,-2%,7%,3%,-9%
Cc1ccc(S(=O)(=O)N2CCCC(C(=O)N3CCN(c4ccccc4)CC3)C2)cc1 (stereo not drawn),/,-1%,/,/,-7%,-26%,-23%,-14%,5%,-8%,7%
COc1ccnc(Oc2ccccc2)c1-c1ncn[nH]1,-1%,-1%,8%,2%,2%,3%,-1%,-7%,-2%,3%,5%
COc1c(S(=O)(=O)N2CCN(C(=O)c3ccco3)CC2)ccc(Cl)c1Cl,/,-3%,/,/,0%,-17%,-5%,-3%,1%,4%,-8%
O=S(=O)(c1ccccc1)N1CCC(=NO)CC1,-2%,3%,4%,-2%,-6%,27%,8%,3%,-3%,4%,-4%
COc1cccc(/C=C/c2ccc3ccccc3n2)c1OC(C)=O,2µM*,5.4µM*,5µM*,-6%,0.45µM*,?,-8%,12%,1µM*,0.21µM*,?
Cc1cc(NS(=O)(=O)c2ccc(NC(=S)NC(=O)c3ccc(C(C)(C)C)cc3)cc2)no1,?,11µM*,?,?,1%,4%,-4%,0%,-4%,2%,-1%[11.5 µM]
Cc1ccc(S(=O)(=O)N(CC2CO2)c2cccc([N+](=O)[O-])c2)cc1 (stereo not drawn),-12%,1%,-20%,?,6%,-44%,-4%,12%,1%,13%,?
O=[N+]([O-])c1ccc(Cl)c(C[n+]2cccc3ccccc32)c1,2%,-1%,-6%,-14%,-7%,0%,-3%,16%,2%,-8%,?
Nc1nc(Nc2ccccc2)nc(NCc2ccco2)c1[N+](=O)[O-],?,?,2%,-2%,0%,10%,-1%,9%,9%,1%,?
Cc1cccc(NC(=S)N(CCCN2CCCC2)Cc2cccn2Cc2ccc(Cl)cc2)c1,?,0%,?,?,1%,-76%,1%,17%,-1%,-9%,-2%
Oc1ccccc1N1CCN(Cc2ncc(-c3ccccc3)o2)CC1,3%,-3%,-9%,?,-2%,11%,-4%,17%,-1%,6%,1%
CCN(CC)c1ccc(/C=N/N2CCN(Cc3cccc4ccccc34)CC2)c(O)c1,20%,2%,0%,6%,-7%,-15%,/,-21%,-1%,-3%,-1%
O=C(Nc1ccc2c(c1)CCC2)c1cnc(Cl)c(Cl)c1,29%,3µM*,?,?,30%,7%,-9%,-7%,3%,?,2%
CCN(CC)CCNC(=O)/C(=C/c1cn(CC)c2ccccc12)NC(=O)c1cc(OC)c(OC)c(OC)c1,6%,-3%,-10%,13%,1%,1%,34%[activator],13%,-1%,6%,18%
O=C(NC(=S)Nc1ccc(CN2CCOCC2)cc1)c1ccccc1[N+](=O)[O-],-26%,-5%,-5%,-1%,3%,20%,0%,5%,0%,2%,33%[activator]
O=C(Cc1cccs1)NCc1cccc(C(F)(F)F)c1,?,?,?,18%,2.5µM*,?,1%,-6%,?,?,-1%
O=C(COC(=O)CNC(=O)c1ccccc1F)Nc1ccc2c(c1)OCO2,/,/,/,-1%,1%,0%,1%,/,-2%,5%,/
O=C(C1CCCN(Cc2nc(-c3cccs3)no2)C1)N1CCOCC1 (stereo not drawn),-2%,3%,3%,0%,-6%,5%,-4%,7%,-4%,1%,-2%
CCOc1ccc(N2C(=O)CC(N(CCc3ccc(OC)c(OC)c3)C(=O)/C=C/C(=O)O)C2=O)cc1 (stereo not drawn),0%,-4%,8%,0%,-1%,3%,5%,-13%,-6%,0%,-11%
CCOC(=O)C1=C(C)N=c2s/c(=C/c3ccco3)c(=O)n2C1c1cccc(OC)c1 (stereo not drawn),-26%,-1%,2%,-17%,11%,-22%,4%,-10%,-6%,-12%,?
CC(=O)Nc1ccc(Nc2cc(N(C)C)c3nonc3c2[N+](=O)[O-])cc1,-1%,2%,-1%,0%,-8%,-14%,0%,?,1%,1%,?

Source: PubChem BioAssay
